MBD2 inh: blocks human MBD2 binding to methylated DNA; 0.31% of 370,000 active; Q9UBB5; TR-FRET, MBD2 binding to methylated oligonucleotide; inhibition, % at 4.4 µM; in the data active = inhibition above about 13%
Target sequence (Q9UBB5 whole entry, looked up): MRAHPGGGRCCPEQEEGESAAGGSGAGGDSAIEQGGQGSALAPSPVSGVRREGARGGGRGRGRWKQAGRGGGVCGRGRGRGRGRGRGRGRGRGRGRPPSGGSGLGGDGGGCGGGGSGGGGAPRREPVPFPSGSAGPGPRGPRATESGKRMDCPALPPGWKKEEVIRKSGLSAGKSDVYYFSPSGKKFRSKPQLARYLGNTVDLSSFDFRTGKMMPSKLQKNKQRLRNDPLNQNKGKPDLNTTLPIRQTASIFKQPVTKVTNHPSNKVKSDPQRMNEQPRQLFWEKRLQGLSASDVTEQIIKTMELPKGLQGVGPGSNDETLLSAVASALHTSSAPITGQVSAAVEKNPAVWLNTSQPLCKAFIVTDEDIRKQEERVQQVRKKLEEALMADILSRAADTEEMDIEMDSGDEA
mABHD4 FP: ABHD4 (mouse) inhibition, primary FP screen | Q8VD66 | purified mABHD4, FP-Rh probe fluorescence polarization | inhibition, % at 8.92 µM | 0.54% of 370,000 active;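 active = inhibition exceeding the mean over every tested compound plus 3 SD, cut at about 30% in these data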;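 note: 0% = plate median of compound wells and 100% = S159A mutant with DMSO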
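Assay system: Wild-type mouse ABHD4 protein | Medium: HEPES pH 7.0 buffer, 150 mM NaCl, 0.01% Pluronic F-127 | Incubation: Enzyme–compound pre-incubation 45 min, then probe 60 min, both 25 °C | Technique: Fluorescence polarization with parallel and perpendicular emission, 525/598 nm | Evaluation: % inhibition of FP-Rh probe binding versus controls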
PRMT1 FP inh: inhibitors of human PRMT1; AID 652257; 1.3% of 370,000 active; recombinant PRMT1, activity-based probe fluorescence polarization; Q99873; inhibition, % at 2.79 µM;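 active = inhibition above about 21% made by adding two undisclosed values, limit read from the data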
HTRA1 inh: blocks human HTRA1 serine peptidase. AID 504803. recombinant HTRA1, FP-rhodamine activity-based probe, fluorescence polarization. 0.5% of 340,000 active. inhibition, % at 5.96 µM; in the data active = inhibition above about 36%;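 note: 0% = enzyme with DMSO and 100% = wells lacking enzyme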
GC-B act: GC-B (human) receptor activation; P20594; HEK293-GC-B cells, CNP EC30, cGMP TR-FRET; 0% at EC30 CNP, 100% saturating CNP; activation, % at 10 µM; 0.11% of 370,000 active; AID 1920062;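 active = activation at 10 µM reaching about 35% in either raw or pattern-adjusted values, limit read from the data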
TDP2 absorb: TDP2 (human) inhibition, absorbance primary screen; O95551; recombinant TDP2, T5PNP hydrolysis, p-nitrophenol absorbance 415 nm; inhibition, % at 12.8 µM; 0.34% of 370,000 active; AID 720702;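 active = inhibition above the mean of all tested compounds plus 3 SD, set per campaign, cut at about 25% in these data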;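 note: 0% = DMSO with enzyme and 100% = buffer with substrate but no TDP2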
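Evaluation: % inhibition relative to enzyme-containing and enzyme-free wells. Material: recombinant human TDP2. Benchmarks: enzyme-free and DMSO wells. Timing: enzyme reaction with compound for 2 h at 37 °C. Compound dosing: 12.8 µM only. Measured by: p-Nitrophenol epi absorbance. Reagent: T5PNP substrate at 5 mM, a TopII-DNA adduct mimic. Replication: single well per compound.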
SIAE primary: inhibitors of human sialic acid acetylesterase SIAE. Q9HAT2. SIAE FP-Rh probe binding, fluorescence polarization. inhibition, % at 9.66 µM. 0.69% of 370,000 active;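 active = inhibition above a cutoff: mean of compounds within the control limits plus 3 SD of those, cut at about 17% in these data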;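 note: 0% = plate median of compound wells and 100% = probe without SIAE protein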
Target sequence (Q9HAT2 whole entry, looked up): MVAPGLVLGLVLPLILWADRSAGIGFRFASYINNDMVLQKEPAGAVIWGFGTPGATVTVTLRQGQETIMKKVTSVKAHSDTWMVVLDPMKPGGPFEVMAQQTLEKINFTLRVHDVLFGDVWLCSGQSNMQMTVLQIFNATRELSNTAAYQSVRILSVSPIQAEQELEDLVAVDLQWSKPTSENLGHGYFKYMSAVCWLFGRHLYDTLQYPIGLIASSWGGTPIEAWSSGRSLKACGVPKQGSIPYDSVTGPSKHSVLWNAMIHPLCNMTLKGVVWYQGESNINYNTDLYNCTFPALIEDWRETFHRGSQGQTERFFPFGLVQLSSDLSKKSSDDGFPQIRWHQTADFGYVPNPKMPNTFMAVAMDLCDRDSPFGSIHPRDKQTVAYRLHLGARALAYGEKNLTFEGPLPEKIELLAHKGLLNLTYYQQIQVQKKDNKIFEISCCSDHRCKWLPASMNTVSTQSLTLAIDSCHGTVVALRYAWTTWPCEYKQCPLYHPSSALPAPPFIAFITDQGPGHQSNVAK
TCR CD3 inh: blocks the human TCR-CD3 interaction; 0.37% of 360,000 active; TAMRA-labeled TCR probe fluorescence, biochemical; inhibition, % at 9.4 µM; in the data active = inhibition above about 19%;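 note: recombinant mutant TCR 2C K166C tagged with TAMRA read by polarization; 0% = receptor in buffer alone and 100% = receptor with positive control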
rCAG binder: binds r(CAG) RNA repeats. r(CAG) RNA repeat, TO-PRO-1 dye displacement fluorescence. inhibition, % at 3 µM. 1.3% of 370,000 active;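 active = inhibition above the plate cutoff, the mean of all test compounds on that plate plus 3 SD, cut at about 35% in these data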;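 note: 0% = DMSO alone and 100% = 100 µM mitoxantrone as full dye displacement; higher means more dye released from RNA so lower well fluorescence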
LEDGF integ inh: blocks HIV-1 LEDGF/p75-dependent DNA integration | 0.64% of 370,000 active | inhibition, % at 3.7 µM | TR-FRET IN-LEDGF/p75 DNA integration, Eu/Cy5;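 active = inhibition above the screen-wide mean plus 3 SD, cut at about 13% in these data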;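 note: signal is the Cy5 over europium emission ratio at 671 and 618 nm; 0% = plate median of compound wells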
* = called active by the depositor; / = no result given.

Fields: MBD2 inh	mABHD4 FP	PRMT1 FP inh	HTRA1 inh	GC-B act	TDP2 absorb	SIAE primary	TCR CD3 inh	rCAG binder	LEDGF integ inh
1. O=S(=O)(c1ccccc1Cl)N1CCC(O)(c2cccnc2)CC1
  -0.5	-3.6	-0.8	-0.3	7.0	-6.8	19.8*	5.5	-3.0	2.1
2. N=c1c2c(-c3ccccc3)c(-c3ccccc3)n(Cc3ccccc3)c2ncn1CCCn1ccnc1
  0.2	9.5	-0.2	-5.9	-25.0	-1.9	-3.6	0.0	9.2	1.6
3. COc1ccccc1NS(=O)(=O)c1cc(NC(=O)c2ccc3c(c2)OCCO3)ccc1C
  0.3	-3.8	-1.1	-14.5	7.0	-3.8	-16.9	9.3	4.9	-2.5
4. CCOc1ccccc1N1CCN(C(=O)c2cccc(-c3ccc(O)cc3)c2)CC1
  -4.8	-14.0	1.0	-31.2	0.1	0.0	-1.4	-0.8	8.0	1.3
5. Cc1ccccc1NC(=O)c1cccc(NC(=O)CCC(=O)O)c1
  5.5	-3.8	-2.2	0.8	3.5	-1.4	-5.2	7.0	-0.4	-5.7
6. COc1ccc(Cl)cc1C(=O)NNC(=O)c1n[nH]c2ccccc12
  -5.4	6.0	3.5	-2.0	-4.2	-2.1	-3.2	-4.7	1.0	-6.7
7. O=C(CCC(=O)Nc1ccccc1)NNC(=O)c1cccs1
  -3.5	-3.7	-2.9	0.0	-0.5	2.0	1.6	-2.7	3.4	2.7
8. C#CCn1cccc(C(=O)Nc2ccc(OC)cc2)c1=O
  3.5	-14.8	9.9	-2.1	-1.6	-11.7	-10.9	-5.6	6.3	-2.2
9. CCOC(=O)c1c(NC(=O)C2C3C=CC(CC3)C2C(=O)O)sc(C)c1CC (stereo not given)
  -1.4	21.1	-3.2	-2.1	2.5	-9.2	0.1	-6.8	17.8	1.7
10. COc1ccc(S(=O)(=O)c2snnc2C)cc1
  2.9	3.2	2.8	2.0	4.2	-2.4	3.4	-7.9	-2.7	-6.3
11. COc1ccc([N+](=O)[O-])cc1NC(=O)CSc1ccc2ccccc2c1
  1.7	-28.4	1.8	-37.2	-2.9	-8.6	-2.6	5.4	13.9	0.7
12. CC(=O)C1(O)C(C)CC2C3CC=C4CC(O)CCC4(C)C3CCC21C (stereo not given)
  2.9	1.9	-3.2	-1.2	2.0	3.6	-1.6	-0.7	-2.2	-0.2
13. COC(=O)N/N=C/c1ccc(-c2ccccc2Cl)o1
  -2.8	4.6	0.2	-5.5	-9.3	12.0	2.9	8.7	0.3	1.1
14. O=C(Cn1cnc2c(cnn2-c2ccccc2)c1=O)NCCc1ccccc1
  3.0	-0.9	0.4	-2.6	0.5	1.4	-3.0	-2.7	1.4	1.9
15. Cc1cc(C)c(S(=O)(=O)NCCc2ccncc2)c(C)c1
  -0.4	8.4	-0.3	9.8	1.9	7.4	0.4	-0.8	-4.6	-1.6
16. Cc1cc(C)n2nc(CC(=O)NNC(=O)COc3cccc(C)c3C)nc2n1
  2.6	0.3	-0.8	9.2	3.1	-1.6	-5.5	4.8	-1.2	0.1
17. COC(=O)CSc1ccc2nnc(-c3ccc(OC)c(OC)c3)n2n1
  0.5	0.3	-5.2	3.6	3.3	1.0	7.8	10.1	-0.1	-5.0
18. CN(C)c1ccc(-c2ccnc3c2CC(C)(C(=O)NCCC(F)(F)F)O3)cc1 (stereo not given)
  2.1	4.2	-3.2	/	5.5	-1.4	4.5	6.5	-2.5	-0.1
19. COc1ccc(CCN(C)C2CCCN(S(=O)(=O)N(C)C)C2)cc1OC (stereo not given)
  0.6	-1.5	-4.8	11.3	2.4	16.6	12.4	2.5	-3.6	1.4
20. COc1ccc(Br)cc1CN(C)C(=O)Cc1ccc(OC)c(S(=O)(=O)N2CCOCC2)c1
  2.8	-9.4	8.6	4.2	-2.2	-4.5	-1.5	-6.3	2.6	-5.5
21. Cc1cc2nccnc2cc1C
  4.6	1.2	1.5	2.9	1.2	-4.1	-0.7	0.3	4.1	-3.3
22. Cc1cc(N)n(-c2ccccn2)n1
  2.2	0.2	1.2	29.5	2.6	-14.4	-6.0	-4.9	-2.5	-6.4
23. CCOC(=O)[C@]12CCC=C1N(Cc1ccc3c(c1)OCO3)C(=O)[C@H](CC(=O)NCc1cccs1)C2
  -1.1	-3.9	-1.7	/	1.2	-3.3	5.8	-4.1	7.1	5.5
24. Cc1nn(C)cc1S(=O)(=O)N1CCN(c2cccc(Cl)c2)CC1
  1.1	3.4	0.7	0.6	3.6	-6.2	-5.4	-6.5	-1.0	1.0
25. COc1ccc(S(=O)(=O)N2CCN(C(=O)COc3ccc(C)c(C)c3)CC2)cc1OC
  8.9	4.2	1.0	0.5	-4.3	-12.6	-3.9	-3.4	0.4	-1.1
26. Cc1ccc(N2CCN(C(=O)C3CCC(=O)N(Cc4ccc(Cl)cc4)C3)CC2)c(C)c1 (stereo not given)
  -1.4	11.8	2.0	-1.0	-2.0	-17.6	-2.5	-0.2	-1.6	-0.5
27. COc1ccccc1-c1cc(C(F)(F)F)nc(S(=O)(=O)CCCC(=O)N2CCCCC2C)n1 (stereo not given)
  0.9	0.9	-0.9	-8.6	8.7	12.4	4.2	-5.0	-6.6	1.5
28. Cc1cscn1
  -5.2	-0.4	7.3	6.3	-4.5	-5.4	1.8	-4.2	-0.1	-3.0
29. Cc1cc(Br)cn2c(Cc3cccc(F)c3)c(C3CCCCC3)nc12
  1.8	-6.2	-4.1	/	0.5	4.2	-4.1	2.6	3.4	-2.6
30. CCc1ccc(OCC(=O)N(C)CCC#N)c(Br)c1
  0.5	1.8	1.5	-2.6	-1.1	4.5	7.4	4.8	-2.6	-1.2
31. COc1ccccc1NC(=S)Nc1cccc(F)c1
  1.8	-5.2	-2.1	0.5	-4.1	12.0	1.3	2.5	0.2	-2.3
32. Cc1cc(C)c(S(=O)(=O)N2CCOC23CCN(S(C)(=O)=O)CC3)c(C)c1
  3.4	0.8	0.3	-2.5	1.4	-4.2	0.9	-2.7	3.8	-2.4
33. O=C(NC1CCCC1)C(c1ccncc1)N(Cc1ccccc1)C(=O)Cc1cccs1 (stereo not given)
  4.1	-3.5	4.5	-0.2	-10.9	-3.9	-0.3	-4.9	-3.0	-1.8
34. Nc1ccccc1C(=O)NCc1ccc(Cl)cc1
  4.4	-2.9	-3.2	0.9	2.2	-13.6	1.3	5.9	-1.4	-2.0
35. O=C(NCc1cccc(Cl)c1)c1ccc2c(c1)OCO2
  -2.2	0.4	-1.1	-3.8	4.5	8.9	2.3	3.7	1.8	-1.4
36. COC(=O)C1=C(C)NC(=O)NC1c1ccc([N+](=O)[O-])o1 (stereo not given)
  -3.6	-6.3	-0.2	-0.3	-5.8	9.1	2.0	0.4	1.6	-2.3
37. Cc1cc(C)c2c(CN3CCN(Cc4ccccc4)CC3)cc(=O)oc2c1
  3.2	-3.2	-1.2	-3.8	-6.5	-21.0	1.9	1.1	-5.3	2.7
38. CCOC(=O)c1c(NC(=O)CN(C)C)sc(C(=O)N(CC)CC)c1C
  -2.4	12.8	2.0	-2.8	6.2	13.1	-5.2	7.8	-9.0	0.2
39. S=C(NCc1ccccc1)NCc1ccco1
  -5.1	3.7	9.2	5.5	-0.3	0.6	-0.6	-5.5	4.9	-1.6
40. CCc1ccc(OCC(O)CNC(C)(C)C)cc1 (stereo not given)
  -1.9	-2.3	-0.5	-2.3	-0.6	0.8	9.6	2.7	0.8	5.6

From entry 39 to 40, copied from above:
Fields: MBD2 inh	mABHD4 FP	PRMT1 FP inh	HTRA1 inh	GC-B act	TDP2 absorb	SIAE primary	TCR CD3 inh	rCAG binder	LEDGF integ inh
39. S=C(NCc1ccccc1)NCc1ccco1
  -5.1	3.7	9.2	5.5	-0.3	0.6	-0.6	-5.5	4.9	-1.6
40. CCc1ccc(OCC(O)CNC(C)(C)C)cc1 (stereo not given)
  -1.9	-2.3	-0.5	-2.3	-0.6	0.8	9.6	2.7	0.8	5.6

(list continues)
Fields: MBD2 inh	mABHD4 FP	PRMT1 FP inh	HTRA1 inh	GC-B act	TDP2 absorb	SIAE primary	TCR CD3 inh	rCAG binder	LEDGF integ inh
41. Cc1cc(C)cc(NC(=O)COC(=O)c2cccc(S(=O)(=O)N3CCCCC3)c2)c1
  8.2	-15.8	-0.2	-36.9	-2.6	1.2	-11.4	-4.8	3.2	-3.1
42. CCn1c(CC(=O)Nc2ccccc2F)nnc1SCC(=O)N1CCOCC1
  -5.9	0.2	-2.9	6.3	5.7	-12.8	1.3	0.7	-0.2	-0.5
43. Cc1cccc(C)c1NC(=O)COC(=O)COc1ccc2c(C)cc(=O)oc2c1
  1.8	0.3	-4.5	4.0	-4.8	0.4	-5.9	-0.6	-0.4	-0.6
44. Cc1cc(C)n(Cc2cccc(C(=O)N/N=C/c3cccnc3)c2)n1
  5.2	4.4	-0.5	4.5	-1.2	-4.8	-4.1	7.3	-5.0	-1.2
45. COc1ccc(CCCNC(=O)C2(C)Cc3c(-c4ccc(NC(C)=O)cc4)ccnc3O2)cc1 (stereo not given)
  0.6	-7.6	-2.2	/	-0.9	3.3	-12.1	6.9	-0.7	1.6
46. Cc1cccc(C(=O)OCC(=O)Nc2ccccc2C(=O)NC2CC2)c1
  -1.4	-3.3	2.9	-2.2	-5.9	7.2	0.5	-0.2	-2.1	4.7
47. Cc1noc(C)c1CSc1nnc(-c2ccccc2F)n1CCc1ccccc1
  3.6	-3.3	1.2	-0.8	-11.1	-2.0	11.8	-11.2	-12.0	0.8
48. Cc1cc(C)n(CC(=O)n2c3c(c4ccccc42)CCCC3)n1
  -4.1	0.0	-3.7	-1.0	2.7	11.8	6.5	9.3	-5.4	2.1
49. CC(=O)c1c(C)[nH]c(C(=O)OCC(=O)Nc2cccc(S(=O)(=O)N3CCCC3)c2)c1C
  2.2	-5.5	-1.8	-17.4	-7.7	2.5	-27.5	4.4	11.6	-2.9
50. COc1ccccc1/C=C/C=N/n1c(-c2cc(-c3ccccc3)n[nH]2)n[nH]c1=S
  -1.0	-7.4	26.1*	-34.8	-5.2	2.6	-32.4	-3.1	44.3*	-9.1
51. COc1ccc(S(=O)(=O)N2CCCCCC2)cc1NC(=O)CC1OC(=O)c2ccccc21 (stereo not given)
  -0.1	3.8	3.2	-3.5	-2.4	5.6	-3.8	6.9	8.3	2.8
52. COc1ccccc1NC(=O)C(C)OC(=O)c1cc2ccccc2[nH]1 (stereo not given)
  4.4	-18.6	-4.4	-40.7	-0.5	-5.8	-6.4	-0.3	7.6	-0.5
53. O=S(=O)(NCc1ccc(Cl)cc1)NCc1ccc(Cl)cc1
  1.7	-3.9	1.2	2.3	-4.5	-0.6	-2.9	-6.1	-4.3	-1.0
54. CN(Cc1cnn(C)c1)C(=O)C1CCC(=O)N(Cc2cccc(C(F)(F)F)c2)C1 (stereo not given)
  -0.2	0.9	-2.0	2.1	-4.6	2.0	-21.6	6.6	-5.7	2.6
55. CC1(C)NC(=O)N(CC(O)COc2cc3ccccc3cc2C(=O)N2CCCCC2)C1=O (stereo not given)
  0.7	3.1	-0.7	-8.1	2.8	-13.2	-3.0	4.2	-10.5	-0.8
56. COc1cccc(NC(=O)N2CCC(NC(=O)C(Cc3ccccc3F)NC(C)=O)CC2)c1 (stereo not given)
  5.1	-8.7	4.3	3.2	3.1	-8.2	-0.9	2.5	-1.2	-6.4

Source: PubChem

A portion of the library. The share of hits here may be higher or lower than overall.
